# Screening data from PubChem BioAssay.
# TbREL1 inh = TbREL1 RNA ligase inhibitors, primary screen, biochemical, FRET fluorescence; RNA-editing ligase 1, mitochondrial (Trypanosoma brucei brucei), P86926; TbREL1 RNA ligation; inhibition, % at 9.66 µM; hit rate 0.49% among 89,000; AID 1117264, 2014;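 active = inhibition above the mean inhibition across all screened compounds plus 3 SD, cut at about 11% in these data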;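 also: 0% = plate median of test wells and 100% = NSC42067 control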
# Target sequence (P86926 whole entry, looked up): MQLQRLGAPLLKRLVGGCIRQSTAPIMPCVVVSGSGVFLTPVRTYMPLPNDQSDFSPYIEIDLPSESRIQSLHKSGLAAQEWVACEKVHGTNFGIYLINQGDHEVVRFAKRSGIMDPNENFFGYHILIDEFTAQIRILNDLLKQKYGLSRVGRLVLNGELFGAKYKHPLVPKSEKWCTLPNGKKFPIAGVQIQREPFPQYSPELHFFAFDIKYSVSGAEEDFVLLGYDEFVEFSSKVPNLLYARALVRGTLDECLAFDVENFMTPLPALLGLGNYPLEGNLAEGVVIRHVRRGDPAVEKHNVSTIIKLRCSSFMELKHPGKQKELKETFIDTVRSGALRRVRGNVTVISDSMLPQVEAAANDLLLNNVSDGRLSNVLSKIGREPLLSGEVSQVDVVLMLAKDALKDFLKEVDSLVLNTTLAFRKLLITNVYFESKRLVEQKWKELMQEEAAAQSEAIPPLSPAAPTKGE
# * marks the source's active call; other numbers are inactive results. The list is partial; count on the stated rates, not on these rows.
SMILES	TbREL1 inh
COC(=O)C1=C(c2ccccc2OCc2ccccc2)C[C@@H]2CC[C@H]1N2C	-1.3
O=C1C(Cl)=CC(=Nc2ccc(O)cc2)C=C1Cl	-3.4
CNS(=O)(=O)c1ccc(N=Cc2c(O)n(-c3cccc(C)c3)c(=O)[nH]c2=O)cc1	-0.5
Cc1ncc(CN2CCCC(C(=O)c3cccc(Cl)c3)C2)s1 (stereo not given)	0.3
CCOC(=O)c1nc2ccccc2c(=O)n1-c1cccc(C)c1	1.1
O=C(c1cccs1)N1C2CCC1CC(O)(c1cccnc1)C2 (stereo not given)	0.2
CN1CCN(c2ccc([N+](=O)[O-])c(NCC3CCCO3)c2)CC1 (stereo not given)	-0.4
O=c1[nH]c(=S)[nH]c(O)c1N=Nc1ccc2c(c1)OCO2	-2.2
COc1cccc(O)c1CN1CCCC(C(=O)c2sccc2C)C1 (stereo not given)	-0.6
CCC(=NCCc1ccccc1)c1c(O)n(C2CCCCC2)c(=O)[nH]c1=O	-0.2
CCCNC(=O)N1[C@H]2CC[C@@H]1C(C(=O)OC)=C(c1ccccc1)C2	0.3
S=C(NCCc1ccccc1)N1Cc2ccc(Br)cc2-n2nncc2C1	2.4
COc1ccc(-c2ccc3c(c2)CN(C(=S)NCCc2ccccc2)Cc2cnnn2-3)cc1	-2.6
O=C1NC(=O)N(c2ccc3c(c2)OCO3)C(=O)/C1=C/c1ccsc1	3.5
CCN1CCN(c2nc([N+](=O)[O-])nn2C)CC1	1.0
CS(=O)(=O)N1CCN(C(=N)N[N+](=O)[O-])CC1	6.6
C[C@H](NC(=O)OCc1ccccc1)[P+](=O)O	4.2
CCOc1ccccc1N1C(=O)NC(=O)C(CCc2ccncc2)(CCc2ccncc2)C1=O	-1.6
Cc1ccc(/C=C2\C(=O)NC(=O)N(CC3CCCO3)C2=O)s1 (stereo not given)	-0.1
CCOC(=O)[C@]12Cc3cc(Cl)ccc3[C@H]1N(C)C(=O)c1cc(OC)ccc12	1.3
CC(N)Cc1c[nH]c2ccc(Cl)cc12 (stereo not given)	-0.5
Cc1cc(Br)cn2c(CC(=O)N3CCCCC3)c(-c3ccc(F)cc3)nc12	-1.6
CCOC(=O)[C@]12Cc3cc(N(C)C)ccc3[C@H]1N(Cc1ccccc1)C(=O)c1ccccc12	-7.6
N#CC(c1ccccc1)N1CCOCC1 (stereo not given)	0.9
NC1C2CN3CCN(C2)CC1(c1ccccc1)C3 (stereo not given)	-1.8
CC1CCCN(C(=O)c2ccc(N3CC4CC(C3)c3cccc(=O)n3C4)c([N+](=O)[O-])c2)C1 (stereo not given)	-0.5
O=S(=O)(c1cc(Cl)cc(Cl)c1)N1Cc2cc(-c3cccc(F)c3)ccc2-n2nncc2C1	1.4
O=C1COc2ccc(C(=O)COC(=O)Cc3ccccc3)cc2N1	10.7
C=CCn1c(O)c(C(CC)=Nc2ccc(C(=O)O)cc2)c(=O)[nH]c1=O	2.3
O=[N+]([O-])c1ccc(OP(=O)(O)Oc2ccc([N+](=O)[O-])cc2)cc1	7.7
CCCCCn1c(=O)c(C(=O)Nc2cccc(C)n2)c(O)c2ccccc21	5.2
Clc1ccc2c(c1)C(c1ccccc1Cl)=NCc1nnc(Br)n1-2	-0.9
COC(=O)C1=C(c2ccc(F)cc2OCc2ccccc2)C[C@@H]2CC[C@H]1N2C(=O)NCCOc1ccccc1Cl	2.3
CC(C)CC1C(C#N)=C(N)Oc2c1c(=O)oc1ccccc21 (stereo not given)	-0.7
Fc1ccccc1N1CCN(Cc2c(F)cccc2F)CC1	7.1
Cc1cc(/C=C2\C(=O)NC(=O)N(c3ccc(F)cc3)C2=O)c(C)n1-c1cccc(C(=O)O)c1	2.4
N#Cc1ccc(NC(=O)CN2CCCC2)cc1Cl	2.6
COC(=O)C1=C(c2cccc(OCc3ccccc3)c2)C[C@@H]2CC[C@H]1N2C(=O)NCCOc1ccccc1	2.4
CC(NCc1ccccc1C(F)(F)F)C(O)c1ccccc1 (stereo not given)	-0.6
O=C1NC(=O)C(C2CCCCCC2)C(=O)N1	-2.3
CC1CN(O)C2CCc3c(no[n+]3[O-])C12O (stereo not given)	0.3
CN1C(=O)N(C)C(=O)C(NS(=O)(=O)c2ccc(N)cc2)(c2ccccc2)C1=O	0.6
C[C@H]1[C@@H](c2ccccc2)O[C@@H](c2ccccc2Br)N1C	-0.2
CN1CCN(c2ccc3c(c2)S(=O)(=O)c2ccccc2C3=O)CC1	3.5
Cc1ccc(S(=O)(=O)N2Cc3cc(-c4cccc(F)c4)ccc3-n3nncc3C2)cc1	-2.8
COC(=O)C1=C(c2cccc(OC)c2OC)C[C@@H]2CC[C@H]1N2C(=O)NCCNC(C)=O	-1.3
O=P(c1ccccc1)(c1nc2ccccc2s1)N1CCOCC1 (stereo not given)	5.2
c1ccc2c(CNC3CCCCC3)c[nH]c2c1	6.5
NP(=O)(OCCCc1ccccc1)Oc1ccccc1 (stereo not given)	-2.4
COC(=O)C1=C(c2ccccc2OCc2ccccc2)C[C@@H]2CC[C@H]1N2C(=O)NCCCOC(C)C	3.3
CCOC(=O)C(O)(c1ccc(N(CC)S(=O)(=O)c2ccc(C)cc2)cc1)C(F)(F)F (stereo not given)	6.3
C=CCn1c(O)c(/C(C)=N/N2CCCCCC2)c(=O)[nH]c1=O	2.2
COCCNC(=O)CN1C(=O)CN=C(c2ccccc2)c2ccccc21	-2.2
O=C(CCc1ccccc1)N1Cc2cc(-c3ccccc3)ccc2-n2nncc2C1	2.1
CCOC(=O)CCN=Cc1c(O)n(-c2ccc(Br)cc2)c(=O)[nH]c1=O	-1.2
COc1cc(C(=O)N2Cc3ccc(Br)cc3-n3nncc3C2)cc(OC)c1OC	2.4
Cc1cc(NC(=O)CCl)nn1C	5.3
CC1(C)C2([N+](=O)[O-])CN3CN(C2)CC1([N+](=O)[O-])C3	-2.4
CC1=CC(=O)OC2CC3OC4C[C@@H](C)C5OC6CC7O[C@]8(C)C/C=C\C9OC%10CC%11OC(CC(C)CO)CC(O)[C@]%11(C)OC%10CC9OC8C[C@]7(C)O[C@]6(C)CCC5OC4C[C@]3(C)OC12 (stereo not given in full)	-1.2
CC(C)c1ccc(N2C(=O)NC(=O)/C(=C\c3cnc(-c4ccccc4)nc3)C2=O)cc1	1.6

# Reformatted with each value named: entries from further up.
molecule: COc1cc(C(=O)N2Cc3ccc(Br)cc3-n3nncc3C2)cc(OC)c1OC
  TbREL1 inh = 2.4
molecule: CCOC(=O)C(O)(c1ccc(N(CC)S(=O)(=O)c2ccc(C)cc2)cc1)C(F)(F)F (stereo not given)
  TbREL1 inh = 6.3
molecule: C=CCn1c(O)c(/C(C)=N/N2CCCCCC2)c(=O)[nH]c1=O
  TbREL1 inh = 2.2
molecule: CC1=CC(=O)OC2CC3OC4C[C@@H](C)C5OC6CC7O[C@]8(C)C/C=C\C9OC%10CC%11OC(CC(C)CO)CC(O)[C@]%11(C)OC%10CC9OC8C[C@]7(C)O[C@]6(C)CCC5OC4C[C@]3(C)OC12 (stereo not given in full)
  TbREL1 inh = -1.2

# (continued)
Compound	TbREL1 inh
N#C/C(=C(/O)c1ccc(S(=O)(=O)N(CCCl)CCCl)cc1)c1nc2ccccc2[nH]1	3.4
COc1ccc(NP(=O)(Oc2ccc(Cl)cc2)Oc2ccc(Cl)cc2)cc1OC	4.0
COc1ccc(OC)c(-n2c(O)c(C=NCc3ccc4c(c3)OCO4)c(=O)[nH]c2=O)c1	-0.5
O=C1NC(=O)C2(Cc3ccccc3N3CCCC32)C(=O)N1Cc1ccccc1 (stereo not given)	-1.6
CC(C)(C)C(=O)O[C@H]1CC[C@@]2(C)C(=CC(=O)C3C2CC[C@]2(C)C(=O)CCC32)C1 (stereo not given in full)	-2.2
NC(=O)CN1C2CCC1CC(NC(=O)C1CC1)C2 (stereo not given)	4.9
O=C(NC(Cc1ccccc1)P(=O)(O)Oc1ccccc1)OCc1ccccc1 (stereo not given)	-3.1
CCCn1c(C)cc(C=O)c1C	-1.8
CCOC(=O)[C@]12Cc3c(cc(OC)c(OC)c3OC)[C@H]1N(C(C)C)C(=O)c1cc(OC)ccc12	-0.4
COC(=O)C1=C(c2ccccc2OCc2ccccc2)C[C@@H]2CC[C@H]1N2C(=O)NCc1cccc(F)c1	0.9
COC(=O)C(O)(c1ccc(NC(=S)NC(=O)c2ccc(Cl)cc2Cl)cc1)C(F)(F)F (stereo not given)	-5.2
CCN1CC2C3CCC(C)(O3)C2C1 (stereo not given)	2.4
CCC[N+]12CCC(CC1)C(C(O)(c1ccccc1)c1ccccc1)C2 (stereo not given)	4.2
Cn1c(O)c(/C=N/c2ncccn2)c(=O)n(C)c1=O	3.3
COc1ccc(C2SCC(=O)Nc3c2c(C)nn3C2CCOC(C)(C)C2)cc1OC (stereo not given)	-1.2
CCCCn1c(O)c(C=NC2CC3CCC2(C)C3(C)C)c(=O)[nH]c1=O (stereo not given)	-1.9
Cn1c(=O)oc(=O)c2ccccc21	-8.1
CCN1CCN(Cc2cc(Br)cc(OC)c2O)CC1	-1.1
COC(=O)C1=C(c2ccc(F)cc2OCc2ccccc2)C[C@@H]2CC[C@H]1N2C(=O)NCCN1CCOCC1	-2.7
COC(=O)C1=C(c2ccc(OC)c(OC)c2)C[C@@H]2CC[C@H]1N2C(=O)N1CCc2cc(OC)c(OC)cc2C1	-0.6
O=C(C[N+]12CCC(CC1)C(C(O)(c1ccccc1)c1ccccc1)C2)c1ccc(Br)cc1 (stereo not given)	3.1
CCCCCCCCN=Cc1c(O)[nH]c(=O)[nH]c1=O	-2.6
CNC(=O)Oc1cccc(-c2cn3cc(OC(=O)NC)ccc3n2)c1	-0.7
CCOc1ccc(-n2c(-c3cccs3)nc3ccccc3c2=O)cc1	-4.8
O=C(Nc1ccc(Cl)cc1C(=O)c1ccccc1Cl)c1ccco1	7.0
CC(=O)Nc1ccc(OC(=O)N(C)C)cc1	-0.7
CCOc1ccc(NC(=O)c2c(C)nn(Cc3ccccc3)c2Cl)cc1	-2.8
CN1C(=O)NC(=O)/C(=C/c2ccc(C(=O)O)cc2)C1=O	5.7
COC(=O)C1=C(c2ccc(C(C)=O)cc2)C[C@@H]2CC[C@H]1N2C(=O)NCc1ccco1	-2.7
O=C(c1cccs1)N1CCC(C(=O)O)(c2ccccc2)CC1	6.3

# Taken from the listing for reference:
Compound	TbREL1 inh
CC(=O)Nc1ccc(OC(=O)N(C)C)cc1	-0.7
CCOc1ccc(NC(=O)c2c(C)nn(Cc3ccccc3)c2Cl)cc1	-2.8
CN1C(=O)NC(=O)/C(=C/c2ccc(C(=O)O)cc2)C1=O	5.7
COC(=O)C1=C(c2ccc(C(C)=O)cc2)C[C@@H]2CC[C@H]1N2C(=O)NCc1ccco1	-2.7
O=C(c1cccs1)N1CCC(C(=O)O)(c2ccccc2)CC1	6.3

# (cont.)
Compound	TbREL1 inh
O=Cc1cn(Cc2c(F)cccc2Cl)nc1-c1ccccc1	-1.2
OC1/C(=C/c2ccc(C(F)(F)F)cc2)N2CCC1CC2 (stereo not given)	-1.2
COC(=O)C1=C(c2ccccc2)C[C@@H]2CC[C@H]1N2C	2.0
CC(C)(C)C(=O)c1cn(Cc2ccccc2)c2ccccc12	4.1
Cc1cccc(C)c1-n1nnnc1C(C1CC1)N1CCC(n2c(=O)[nH]c3ccccc32)CC1 (stereo not given)	1.6
O=C1c2ccccc2-n2nncc2C2c3cc(Br)ccc3CCN12 (stereo not given)	0.5
Cc1c(C(c2ccc(F)cc2)c2c(O)c3ccccc3oc2=O)c(=O)n(-c2ccccc2)n1C (stereo not given)	2.9
COC(=O)CC(=O)c1ccc2c(c1)OCO2	6.5
O=[N+]([O-])c1ccc(NCCCN2CCOCC2)c2ncccc12	1.6
CCC(c1ccc(C)cc1)N1C(=O)C2C3CCC(O3)C2C1=O (stereo not given)	0.4
CCC(C)N1C(=O)/C(=C\c2ccc(N3CCCCCC3)cc2)C(=O)NC1=S (stereo not given)	-1.4
CCOC(=O)[C@]12Cc3ccc(C)cc3[C@H]1N(C1CCCCC1)C(=O)c1ccccc12	6.0
CC(C)CN1CCN(Cc2ccc(F)cc2Cl)CC1CCO (stereo not given)	0.7
O=C(O)C(O)(c1ccc(Cl)cc1)C1(O)CCCC1 (stereo not given)	1.3
Cc1ccc(NC(=O)c2snnc2C)cc1Cl	0.6
COC(=O)C1=C(c2cc3ccccc3s2)C[C@@H]2CC[C@H]1N2C(=O)NCCO	1.6
O=C(Cc1ccccc1)N1CCN(Cc2cccnc2)CC1	7.3
C[C@]12CC[C@H]3C(CCC4(O)CC(O)CC[C@]34C=O)C1=CC[C@H]2c1ccc(=O)oc1 (stereo not given in full)	2.1
O=S(=O)(NC1CN2CCC1CC2)c1ccc(Cl)cc1 (stereo not given)	2.5
COC(=O)c1cc2c(s1)=NC=NP=2(N1CCOCC1)N1CCOCC1	-2.2
CCOC(C(=O)OCCCN(CC)CC)(c1ccccc1)c1ccccc1	5.7
CS(=O)(=O)CCN1CC2CCCC(C2)C1	-0.7
CN(C)C1=NC(N(C)C)=NP(N(C)C)(N(C)C)=N1	1.4
Nc1ccc(S(=O)(=O)N2CCCCC2c2cccnc2)cc1 (stereo not given)	1.6
Cc1c(P(=S)(c2ccccc2)c2ccccc2)[n+]2ccccc2n1C	4.1
CCC(=NCCCN(CC)CC)c1c(O)n(-c2ccccc2)c(=O)[nH]c1=O	-0.1
COC(=O)C1=C(c2cccc(OC)c2OC)C[C@@H]2CC[C@H]1N2C(=O)NCc1cccc2ccccc12	-2.3
CC(=O)C1CCC2C3C(N4CC4)CC4=CC(=O)CCC4(C)C3CCC12C (stereo not given)	-5.5
C=CCn1c(O)c(C(CC)=NC2CC2)c(=O)[nH]c1=O	0.2
C=CCn1c(O)c(C(CC)=Nc2ccc(NC(C)=O)cc2)c(=O)[nH]c1=O	5.5
COc1ccc(C(=O)N2CCOCC2)cc1S(=O)(=O)N1CCC(C)CC1	1.9
CC(=O)N1N=C(c2c(O)n(C)c(=O)n(C)c2=O)CC1c1ccccc1 (stereo not given)	5.0
COC(=O)C1=C(c2ccc3ccccc3c2)C[C@@H]2CC[C@H]1N2C(=O)NCc1ccc(F)cc1	-5.3
Cn1cc(NC(=O)CCl)cn1	-2.2
